# S1P3 antagonist: blocks the human S1P3 receptor; Q99500; CHO S1P3 NFAT-BLA reporter, FRET fluorescence, antagonist mode; inhibition, % at 4.98 µM; hit rate 0.27% among 170,000; AID 485;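 active means inhibition above the plate cutoff, the mean inhibition of test wells on that plate plus 3 SD, cut at about 28% in these data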;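 further: cells challenged with S1P at its EC80 of 0.8 µM; blue over green emission ratio from cleaved BLA substrate after 4 h stimulation; 0% = S1P-stimulated wells and 100% = unstimulated DMSO-only wells; some compounds past the cut are filed as inactive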
# Target sequence (Q99500 whole entry, looked up): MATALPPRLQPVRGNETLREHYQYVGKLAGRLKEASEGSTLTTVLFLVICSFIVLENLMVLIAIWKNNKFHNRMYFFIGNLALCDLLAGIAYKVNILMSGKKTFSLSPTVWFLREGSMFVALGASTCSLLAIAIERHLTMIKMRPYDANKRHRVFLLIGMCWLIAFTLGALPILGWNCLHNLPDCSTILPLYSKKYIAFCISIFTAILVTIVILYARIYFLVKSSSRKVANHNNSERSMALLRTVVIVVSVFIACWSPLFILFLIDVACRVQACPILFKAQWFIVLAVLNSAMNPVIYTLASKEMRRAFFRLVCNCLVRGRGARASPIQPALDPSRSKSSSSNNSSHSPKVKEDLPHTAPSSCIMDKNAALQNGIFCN
# PMI activator: activators of human phosphomannose isomerase. P34949. purified human PMI, coupled resazurin fluorescence, 20 min; active compounds read high; 1 = vehicle control, 0 substrate-free wells. activation factor at 20 µM. hit rate 0.005% among 190,000. AID 1214;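 active means activation factor of 2 or more at 20 µM, relative to plate controls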
# Target sequence (P34949 whole entry, looked up): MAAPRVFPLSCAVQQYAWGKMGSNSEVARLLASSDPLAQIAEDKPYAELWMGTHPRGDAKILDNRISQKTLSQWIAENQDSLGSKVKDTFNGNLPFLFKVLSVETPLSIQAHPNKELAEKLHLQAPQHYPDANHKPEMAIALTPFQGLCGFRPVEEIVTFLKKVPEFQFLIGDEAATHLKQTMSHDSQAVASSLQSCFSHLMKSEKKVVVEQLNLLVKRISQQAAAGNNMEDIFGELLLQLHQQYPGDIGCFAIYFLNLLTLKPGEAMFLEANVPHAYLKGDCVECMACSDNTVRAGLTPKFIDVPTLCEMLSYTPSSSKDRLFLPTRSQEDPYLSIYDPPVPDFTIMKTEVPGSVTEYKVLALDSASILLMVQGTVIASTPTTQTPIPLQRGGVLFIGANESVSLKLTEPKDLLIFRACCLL
# Hsp70 act: switches on Hsp70 transcription | HeLa Hsp70 promoter luciferase reporter, luminescence; scaled: vehicle 0, proteasome-inhibitor control 100% | activation, % at 10 µM | hit rate 0.04% among 200,000 | AID 1203;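 active means activation above the mean across all tested compounds plus 3 SD, cutoff set per campaign, cut at about 5.5% in these data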;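 further: 100% = MG132 at 30 µM as the positive control and 0% = DMSO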
# TNAP inh noacc: inhibitors of human TNAP without phosphate acceptor; P05186; purified TNAP, CDP-star luminescence, 30 min; inhibition, % at 20 µM; hit rate 0.26% among 200,000;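 active means tissue-nonspecific alkaline phosphatase inhibition above about 50% at 20 µM in the single-dose screen, limit read from the data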;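 further: 0% = DMSO negative control and 100% = EDTA positive control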
# PMI act satM6P: activators of human phosphomannose isomerase at near-saturating mannose 6-phosphate; hit rate 0.34% among 190,000; activation factor at 20 µM; coupled PMI enzyme assay, resazurin fluorescence, 20 min; active compounds read high; 1 = untreated enzyme, 0 = substrate-free blank; P34949;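 active means activation factor of 2 or more at 20 µM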
#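 test system = human PMI in coupled enzyme assay | medium = HEPES-buffered pH 7.4 with magnesium and detergent | also added = 1.0 mM mannose-6-phosphate substrate with 0.22 mM NADP+ | compound = 20 µM single dose | times = 20 min incubation at room temperature | measured by = resorufin fluorescence (Ex 544/Em 590 nm) from resazurin via diaphorase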
# L major viab: inhibitors of Leishmania major promastigote growth; inhibition, % at 10 µM; hit rate 9% among 200,000; Leishmania major promastigotes, resazurin fluorescence viability; in the data active means inhibition above about 50%;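 further: promastigotes grown with compound for 44 hours at 28 °C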
# Efa HMGR inh: inhibitors of class II HMG-CoA reductase from Enterococcus faecalis; purified E. faecalis HMGR, NADPH absorbance 340 nm kinetic; inhibition, % at 10 µM; hit rate 0.41% among 190,000;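 active means inhibition above a set limit, the median over all tested compounds plus 3 SD, cut at about 9.5% in these data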;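 further: enzyme runs in reverse so mevalonate oxidation gives rising NADPH absorbance; 0% = complete reaction with DMSO and 100% = background rate lacking mevalonate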
# TNAP inh hi DEA: inhibitors of human TNAP at high phosphate acceptor concentration; P05186; purified TNAP, CDP-star luminescence, 1 M DEA; inhibition, % at 20 µM; hit rate 0.03% among 200,000;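 active means over 50% inhibition of tissue-nonspecific alkaline phosphatase at 20 µM in the single-dose screen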;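 further: plate controls were DMSO wells for no effect and EDTA-quenched wells as full inhibition for full effect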
# DTT redox prof: compounds producing H2O2 with reducing agent – biochemical, NIH compound library profiling, artefact control for MLSCN library redox annotation, primary screen; DTT-dependent redox cycling H2O2, phenol red/HRP absorbance; 100% = 100 µM peroxide control, 0% = buffer; activation, % at 10 µM; hit rate 0.03% among 200,000; AID 878;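 active means activation of at least 50% relative to the plate's high and low controls in the primary single-dose screen; inactive means activation below 50%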;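 further: compound incubated with DTT at 0.8 mM final as the reducing agent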
# RAM inhibit: yeast RAM network inhibition | S. cerevisiae dse1pr::URA3 reporter, 5-FOA growth OD615, 2 d; analog-sensitive cbk1-as2 kinase mutant strain | inhibition, % at 50 µM | hit rate 1.8% among 190,000 | AID 868;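 active means inhibition above a set limit, 3 SD over mean compound inhibition, cut at about 8.4% in these data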;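 further: 0% = DMSO-only wells with no growth and 100% = 10 µM 1-NA-PP1 full growth; inhibition rescues growth on 5-FOA so higher OD means more RAM inhibition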
# The depositor's hits bear a star; nt = no result given.
SMILES,S1P3 antagonist,PMI activator,Hsp70 act,TNAP inh noacc,PMI act satM6P,L major viab,Efa HMGR inh,TNAP inh hi DEA,DTT redox prof,RAM inhibit
O=C(c1ccc(F)cc1)N1CCN(C(=O)c2cccnc2)CC1,nt,1,-0.2,-6,1,-4,1,-3,0.1,0.1
COC(=O)c1ccc(CSc2nc3ccccc3[nH]2)o1,nt,1,-0.3,-8,1,4,-5,0,-8.7,1.2
CCCS(=O)(=O)N1CCC(C(=O)NCCN(CC)c2ccccc2)CC1,-16,0.9,-0.2,-5,0.9,-2,-2,-1,-3.4,0.7
CCCCCC(=O)Nc1cccc2ccccc12,-21,1.1,0.1,-7,0.7,13,-2,-2,-0.1,0.8
COc1ccc(/C(O)=C2/C(=O)C(=O)N(CCCN(C)C)C2c2cccnc2)cc1 (stereo unspecified),-16,1.1,nt,-7,1,nt,nt,0,nt,nt
CCc1cc(C(=O)N2CCc3c([nH]c4ccccc34)C2c2ccc(OC)cc2F)no1 (stereo unspecified),20,0.9,-0.2,-11,0.9,38,3,-10,-0.6,3.5
Cc1cc(C(=O)Nn2cnnc2)cs1,-26,0.9,-0.4,-10,1,-4,4,-6,0.4,0.8
Nc1nc(COc2ccc(F)cc2)nc(N2CCCCC2)n1,3,1.1,0.1,-19,1,0,2,-5,-1.5,-0.6
CC(C(=O)NCc1ccc(F)cc1)c1ccc([N+](=O)[O-])cc1 (stereo unspecified),10,1.1,-0.2,-7,1,-1,-6,3,-2.2,3.8
O=C(Oc1ccc2ccccc2c1Cl)N1CCCCCC1,8,0.9,-0.1,-3,0.9,-2,-1,3,0.4,0.2
COC(=O)C1=C(C)NC(=O)/C1=C\c1cc(C)n(-c2c(C)cccc2C)c1C,nt,1.4,-0.5,6,1.7,15,0,-2,0.2,1.8
CC(=O)Oc1ccc(C)cc1-n1nc2ccccc2n1,nt,0.9,0.4,-6,0.9,-3,-3,-3,2.2,1.6
[O-][n+]1c2c(nn1-c1ccccc1Cl)-c1nonc1CC2,-4,0.9,-0.2,-9,0.9,-5,-6,-5,1.2,-1.6
Cc1ccc2c(c1)-c1c(cnn1CC(=O)NC(C)CCc1ccco1)CO2 (stereo unspecified),-14,0.9,0.1,-12,1,4,-5,-6,0.0,1.9
COc1ccccc1C1C(C#N)=C(N)Oc2cc(C)n(CCCn3ccnc3)c(=O)c21 (stereo unspecified),-6,0.9,0.0,-6,0.9,-1,-2,-5,-1.3,-0.7
O=C(N1CCOCC1)N(CCN1CCOCC1)Cc1cccc(Cl)c1,-18,0.9,-0.4,-16,1,31,-1,-7,0.7,0.9
O=C(Nc1ccc(Br)cc1Cl)Nn1cnnc1,1,0.9,0.1,-9,0.8,-14,2,-6,-0.1,2.1
CCOC(=O)C1=NNC2(c3ccc(Cl)cc3)C(=O)N(c3cc(C)cc(C)c3)C(=O)C12 (stereo unspecified),nt,0.8,-0.2,-1,0.8,1,-3,1,4.5,2.4
CCOC(=O)c1cnc2ccc(OCC)cc2c1NCc1ccccc1,2,0.8,-0.3,23,0.6,98*,-5,0,-0.6,1.7
CCNC(=O)CSc1nnc(-c2cccc(S(=O)(=O)N(CC)CC)c2)n1CCc1ccccc1,nt,1.1,-0.2,2,1,3,-1,-5,-4.7,0.2
Cc1cc(=O)oc2cc(OCc3ccc(C(=O)OCC(=O)Nc4ccc(N(C)C)cc4)cc3)ccc12,-1,1,0.0,-11,1,-9,4,-4,-2.1,2.7
CCOC(=O)c1c(NC(=O)CSc2nnc(-c3ccco3)o2)sc(C)c1C,nt,0.9,-0.3,-8,1,-4,-4,-2,0.3,12*
CCOC(=O)Cc1csc(NC(=O)c2ccc(S(=O)(=O)N3CCOCC3)cc2)n1,0,1.1,-0.3,-7,1,8,4,-4,-0.9,3.0
Cc1ccc([C@H]2C(C#N)=C(N)Oc3cc(C)oc(=O)c32)o1,-8,1.2,0.0,-12,1.1,100*,0,-2,1.1,-0.4

# Just Efa HMGR inh, PMI act satM6P and PMI activator (2 entries from above):
molecule	Efa HMGR inh	PMI act satM6P	PMI activator
CCOC(=O)c1cnc2ccc(OCC)cc2c1NCc1ccccc1	-5	0.6	0.8
CCNC(=O)CSc1nnc(-c2cccc(S(=O)(=O)N(CC)CC)c2)n1CCc1ccccc1	-1	1	1.1

# Further records.
SMILES,S1P3 antagonist,PMI activator,Hsp70 act,TNAP inh noacc,PMI act satM6P,L major viab,Efa HMGR inh,TNAP inh hi DEA,DTT redox prof,RAM inhibit
CCOC(=O)C1CCN(C(=O)CCS(=O)(=O)c2ccc3c(c2)CCN3C(=O)CC)CC1,2,1,-0.3,-15,1,-2,-4,-4,-0.1,-0.5
CN(Cc1nc2ccc(Cl)cc2[nH]1)Cc1nc(-c2cnccn2)no1,-7,0.9,0.1,-11,0.7,-2,-2,-2,1.2,0.0
CCCCn1c(SCC(=O)c2ccc(OCC)cc2)nc2cc(S(N)(=O)=O)ccc21,nt,0.9,-0.3,-2,1,0,-4,-3,0.1,2.5
COc1ccccc1CNC(=O)COc1ccccc1OC,-5,0.9,-0.4,-5,0.9,-5,0,1,0.6,0.2
COc1ccc(CCNC(=O)CN(C)S(=O)(=O)c2cccs2)cc1OC,nt,0.9,-0.3,-5,0.9,-5,1,0,-0.1,2.3
COc1ccc(Cn2c(SCc3cc(C)ccc3C)nc3cc(OC)c(OC)cc3c2=N)cc1,nt,1,-0.3,-4,1.2,101*,-3,-3,1.7,0.0
Cc1cccc(Nc2nc3ccccc3s2)c1C,16,1,0.1,-43,0.9,28,-7,-6,-0.7,0.9
CCOC(=O)c1ccc(NC(=S)NCCc2ccccc2F)cc1,2,0.9,-0.4,-103,0.9,19,-4,-5,0.5,0.6
O=C(NNC(=S)NC1CCCCC1)c1ccccc1Cl,-18,1.1,0.2,-122,1.2,16,0,-6,-0.3,1.8
Cc1nnn(-c2nonc2N)c1C(=O)NNC(=O)c1ccc(Cl)c(Cl)c1,-11,1,0.3,-108,0.9,5,2,2,-2.1,1.9
O=C(CSc1oc(-c2ccc(F)cc2)nc1S(=O)(=O)c1ccccc1)NCC1CCCO1 (stereo unspecified),nt,1,-0.6,-1,0.9,13,1,5,3.3,5.3
CCOc1ccc(-n2nnc3c(=O)n(CC(=O)c4ccccc4)cnc32)cc1,-19,0.9,-0.4,-10,0.9,-6,nt,-4,0.9,nt
CN(C)c1ccc(/C=C(\C#N)C(=O)Nc2nc3c(s2)CCN(Cc2ccccc2)C3)cc1,nt,1.1,-0.2,55*,1,6,2,26,3.5,1.4
CCCCCOC(=O)Nc1nnc(CCC)s1,4,1,0.1,3,1.1,-7,-7,-8,0.9,0.4
CNc1oc(-c2ccc(Cl)cc2)nc1C#N,nt,1,-0.2,-6,1,-11,-10,1,-0.8,0.5
CN1CCCC(OC(=O)/C(C#N)=C/c2ccccc2)C1 (stereo unspecified),-19,1.1,0.3,-6,1.1,-9,-7,-5,-3.5,1.8
COCCn1c(-c2ccc(Cl)cc2)cnc1SCC(=O)NCc1cccs1,-17,1,0.0,-3,1,4,-3,-10,0.5,-0.9
CCOC(=O)N1CCN(CC(=O)Nc2ccc(F)cc2)CC1,-4,1.1,-0.1,-11,1.1,-6,-3,-6,0.1,1.2
COc1ccccc1Sc1ccccc1/C=N/NC(N)=O,7,1,-0.4,-6,1,0,15*,-4,-0.6,7.0
C/C(CS(=O)(=O)c1ccc(Cl)c(Cl)c1)=N/NC(N)=S,-5,1,0.2,-13,1.2,-8,-3,-6,2.5,0.8
NC(=O)Cn1nnc(-c2ccc(CN3CCCCC3)cc2)n1,-19,1,0.0,-9,1.1,-1,0,-7,-1.0,-1.0
COC(=O)NNC(=O)c1ccccc1C,nt,0.9,-0.5,-8,1,10,-2,-3,-0.1,0.6
COc1ccccc1N1CCN(C(=O)c2cc(-c3cccs3)on2)CC1,-5,0.9,-0.3,-9,0.8,1,-8,-4,-0.1,2.2
O=C(Nc1ccccc1)c1cccc(N2C(=O)CCC2=O)c1,4,0.9,-0.2,-9,1,-8,1,-3,0.6,0.6
CC(C)OCCCNC(=O)CN1CCN(Cc2ccccc2Cl)C1=O,nt,1,-0.4,-14,1,-1,-9,-9,0.0,0.1
CCCCCCC1CC(CSC(=N)N)OC1=O (stereo unspecified),nt,1,-0.4,23,1,100*,-5,-3,0.0,0.0
S=c1[nH]nc(-c2ccc3ccccc3n2)o1,nt,1.3,-0.5,-23,1.4,-3,-7,-6,0.4,0.7
O=C(O)CCC(=O)Nc1ccc(Cc2ccc(NC(=O)CCC(=O)O)c(O)c2)cc1O,nt,1.1,-0.2,-1,1.1,-6,-6,1,0.0,2.2
CCc1nc2ccc(C(=O)NCc3ccccc3)cc2nc1CC,-6,0.8,0.0,-10,0.5,9,-4,-5,-0.4,0.2
COc1cccc(CNC(=O)C(c2ccc(Cl)cc2)C(C)C)c1 (stereo unspecified),2,0.9,-0.1,-12,0.9,57*,-7,-8,0.2,0.0
Cc1ccc2nc(NCCCO)[nH]c2c1,nt,nt,0.0,nt,nt,7,-1,nt,1.8,3.3
CCOc1ccc2[nH]c(=O)c(CN(Cc3nnnn3Cc3ccccc3)CC3CCCO3)cc2c1 (stereo unspecified),3,1.1,0.1,1,1,9,0,-1,2.5,3.4
COc1ccc(OC)c(C2C3=C(CCCC3=O)Nc3nnnn32)c1 (stereo unspecified),-5,1,-0.3,4,1,-6,-4,-4,-0.3,1.0
N#CCC(=O)Nc1cc(C(F)(F)F)ccc1N1CCOCC1,0,1,-0.3,-6,1.1,0,4,0,-0.3,1.1
O=C(CSc1nnnn1C1CCCC1)Nc1ccccc1N1CCOCC1,0,1,0.0,-4,1,13,-2,-2,-0.1,1.0
COc1ccc(NC(=S)NC(C)c2ccncc2)cc1OC (stereo unspecified),-7,1,0.3,-6,0.9,7,0,-2,-0.8,-0.8
CCc1nnc(NC(=O)CSc2nnc(-c3ccc(S(=O)(=O)N4CCCC4)cc3)n2CC)s1,nt,1,-0.6,-5,1,-4,-7,-4,-0.1,0.4
Cc1cccc(NS(=O)(=O)c2cc(C(=O)NCCC3=CCCCC3)ccc2Cl)c1,nt,0.9,-0.5,3,0.9,4,-2,0,0.4,5.4
O=C(Cc1nn[nH]n1)NCCC1=CCCCC1,-6,0.9,-0.6,-8,1,-8,-4,-1,1.0,-0.2
Cc1cc(C)nc(-n2nc(C)cc2NC(=O)CNC2CCCCC2)n1,nt,1.1,-0.4,5,1.1,16,-3,4,0.3,1.7
CCOC(=O)c1cccnc1SCC(=O)NC(C)CC (stereo unspecified),13,1.1,0.3,-12,1.1,-4,-3,0,1.8,-0.2
CN(Cc1ccccc1)C(=O)CCNS(=O)(=O)c1ccc2c(c1)oc(=O)n2C,-11,1,-0.3,0,1,-11,1,-3,-0.6,0.6

# Screening data as filed in PubChem BioAssay.

# Rows are unselected; overall some 12% were active at least once.
